# FID counter: fluorescent intercalator displacement, NS3 helicase counter-screen | DNA fluorescent intercalator displacement, fluorescence | inhibition, % at 7.9 µM | actives 0.17% (n = 290,000); in the data active means inhibition above about 37%;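 further: 0% = vehicle and 100% = reference compound; higher means more ethidium bromide displaced from hairpin DNA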
# OXTR agonist: activates the human oxytocin receptor; CHO-OTR cells, Fluo-8 calcium fluorescence; normalized: DMSO 0%, oxytocin 100%; actives 0.32% (n = 320,000); P30559; activation, % at 3 µM; AID 2435;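 active means activation above the mean of all tested compounds plus 3 SD, cutoff set per screening run, cut at about 20% in these data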;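 further: peak over basal fluorescence ratio from a 100 s FLIPR kinetic read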
# Target sequence (P30559 whole entry, looked up): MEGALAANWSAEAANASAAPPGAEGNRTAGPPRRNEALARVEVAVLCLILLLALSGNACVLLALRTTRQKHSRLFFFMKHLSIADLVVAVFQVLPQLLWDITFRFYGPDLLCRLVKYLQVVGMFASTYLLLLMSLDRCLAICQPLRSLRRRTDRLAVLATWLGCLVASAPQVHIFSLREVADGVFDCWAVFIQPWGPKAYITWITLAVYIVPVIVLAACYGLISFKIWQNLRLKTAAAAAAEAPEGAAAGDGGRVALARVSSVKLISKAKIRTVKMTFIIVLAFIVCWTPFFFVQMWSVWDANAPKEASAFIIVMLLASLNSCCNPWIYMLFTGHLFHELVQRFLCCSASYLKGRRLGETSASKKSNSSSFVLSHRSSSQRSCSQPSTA
# PHOSPHO1 inh: inhibitors of human PHOSPHO1 phosphatase | Q8TCT1 | recombinant PHOSPHO1, absorbance phosphatase assay | inhibition, % at 13.3 µM | actives 1.1% (n = 290,000); in the data active means inhibition above about 60%
# Target sequence (Q8TCT1 whole entry, looked up): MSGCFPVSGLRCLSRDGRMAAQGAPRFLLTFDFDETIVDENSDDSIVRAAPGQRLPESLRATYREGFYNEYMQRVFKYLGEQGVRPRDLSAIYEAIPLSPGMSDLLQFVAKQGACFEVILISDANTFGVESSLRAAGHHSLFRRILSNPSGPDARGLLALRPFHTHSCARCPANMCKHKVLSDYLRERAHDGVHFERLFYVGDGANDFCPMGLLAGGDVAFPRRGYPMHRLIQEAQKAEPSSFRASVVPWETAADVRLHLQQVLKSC
# NALP1 inh: NALP1 inhibition. S. cerevisiae NALP1/ASC/caspase-1 growth, X-gal OD620, 72 h. inhibition, % at 10 µM. actives 0.61% (n = 280,000); in the data active means inhibition mostly above about 24%, no sharp cut-off; inactive means mostly below about 32%; further: some compounds called inactive have numbers as strong as hits
# MEKK2 WT-MEK5: raises or lowers MEK5 binding to wildtype human MEKK2 PB1 domain | binding response (% of control), % at 10 µM | Q9Y2U5 | actives 1.1% (n = 290,000) | bead flow cytometry, Alexa488-MEK5 binding to MEKK2 WT; actives lie on both sides | AID 1531; in the data active means binding response below about 67% or above about 130%
# GPR7 antag: human neuropeptides B/W receptor 1 antagonism | inhibition, % at 4.4 µM | actives 1.1% (n = 290,000) | GPR7-expressing cells, fluorescence antagonist assay | P48145; in the data active means inhibition above about 16%, passing the limit was not always enough;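 further: cells stimulated with the agonist NPW; 0% = agonist with vehicle and 100% = vehicle without agonist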
# Target sequence (P48145 whole entry, looked up): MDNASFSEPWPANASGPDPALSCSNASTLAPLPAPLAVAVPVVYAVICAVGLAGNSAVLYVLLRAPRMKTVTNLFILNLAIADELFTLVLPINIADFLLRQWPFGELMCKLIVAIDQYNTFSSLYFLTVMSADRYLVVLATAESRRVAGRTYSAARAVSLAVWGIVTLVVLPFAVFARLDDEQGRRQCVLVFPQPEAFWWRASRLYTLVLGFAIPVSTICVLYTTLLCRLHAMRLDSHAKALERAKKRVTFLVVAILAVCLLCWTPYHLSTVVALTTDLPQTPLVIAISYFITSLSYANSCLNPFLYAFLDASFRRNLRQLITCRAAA
# MEKK3 PB1 HTS: modulators (inhibitors or enhancers) of MEK5 binding to human MEKK3 PB1 domain; AID 1529; Q99759; actives 1.4% (n = 290,000); binding response (% of control), % at 10 µM; bead-based flow cytometry, Alexa488-MEK5 binding to MEKK3; actives lie on both sides; 0 = blocked by unlabeled MEK5, 100 = vehicle;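 active means binding response more than 3 SD above or below the average of its plate-row segment, actives on both sides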;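 further: Alexa488 bead fluorescence after subtracting the streptavidin-only scavenger bead signal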
# MEKK2mut PB1 HTS: signal of MEK5 binding to mutant human MEKK2 PB1 domain | actives 0.35% (n = 290,000) | bead flow cytometry, Alexa488-MEK5 binding to MEKK2 mutant | percent response, % at 10 µM; in the data active means percent response above about 24%, passing the limit was not always enough; further: inactives centre near 1; some results filed as inactive read as strong as hits; reference of the scale not given here
# PfM18AAP inh: blocks P. falciparum M18 aspartyl aminopeptidase | AID 1822 | recombinant PfM18AAP, H-Glu-NHMec fluorogenic cleavage | actives 1.2% (n = 290,000) | inhibition, % at 7.35 µM;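 active means inhibition above the campaign mean inhibition over all tested compounds plus 3 SD, cut at about 28% in these data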;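 further: 0% = plate median of test compound wells and 100% = 2 mM ZnCl2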
# Starred values were filed as active, the others as inactive; . = no result given. Rows are unselected; any-hit rate near 6.2%.
No.	molecule	FID counter	OXTR agonist	PHOSPHO1 inh	NALP1 inh	MEKK2 WT-MEK5
1	COc1ccc(Cc2nnc(Nc3ccc(C)cc3)o2)cc1OC	-23	-0.2	58	.	101
2	O=C(CSc1ncccn1)NCc1ccccc1	0	-0.5	2	24	98
3	O=S(=O)(Cc1ccccc1)N=Nc1c(O)[nH]c2ccc(Br)cc12	1	0.8	65*	29	102
4	Cc1ccc(N(CC(=O)Nc2ccc(F)cc2)S(=O)(=O)N2CCCC2)cc1	-20	-1.7	-13	.	104
5	COC(=O)[C@@H]1C[C@@]2(O)[C@H](O)[C@H](O)[C@H](O)C[C@H]2N1Cc1ccc(-c2ccccc2)cc1	.	1.0	35	.	97
6	Cc1ccc(C(=O)OCC(=O)Nc2ncc(C(F)(F)F)cc2Cl)cc1NC(=O)c1ccco1	-32	-1.2	6	-4	97
7	CC(C)n1c(N2CCN(C(=O)Nc3ccc(F)cc3F)CC2)nc2ccccc21	-14	-2.1	18	14	103
8	Cc1ccc(NC(=O)c2cc(-c3ccc(C)c(C)c3O)n[nH]2)cc1C	-6	0.0	25	5	106
9	Cc1ccc(S(=O)(=O)N2CCN(C)CC2)cc1[N+](=O)[O-]	10	0.7	35	22	102
10	COc1cc(/C=N/N(C)c2ccccc2)cc(Cl)c1O	10	-1.6	8	1	101
11	Cc1ccc(-n2c(=O)c3c(C)c(C)sc3n(Cc3cc(=O)n4ccccc4n3)c2=O)cc1C	-10	-2.0	-11	22	95
12	Cc1ccc(C)c(NC(=O)CN(C)C(=O)Cc2ccc(Cl)cc2Cl)c1	-26	1.3	27	2	99
13	CC1CCCCN1S(=O)(=O)c1ccc(NC(=O)c2ccco2)cc1 (stereo not given)	-16	0.7	14	-6	104
14	CCN(CC)CCNC(=O)c1cc(-c2ccco2)nc2ccccc12	10	0.8	28	-6	97
15	COc1ccc(Cl)cc1C(=O)Nc1ccc(OCC(=O)N2CCOCC2)cc1	-28	.	23	-4	104

No.	GPR7 antag	MEKK3 PB1 HTS	MEKK2mut PB1 HTS	PfM18AAP inh
1	-7	110	4	1
2	-10	100	0	-4
3	2	105	2	0
4	-8	102	4	-6
5	.	96	4	.
6	5	97	-5	-20
7	-3	103	5	-6
8	-7	107	11	-10
9	3	98	2	2
10	-15	96	-3	21
11	-6	96	-2	5
12	2	100	-1	-5
13	-4	101	2	2
14	-2	98	-12	-7
15	5	100	-5	3

# Part of the list above, field by field:
3. O=S(=O)(Cc1ccccc1)N=Nc1c(O)[nH]c2ccc(Br)cc12
  FID counter: 1
  OXTR agonist: 0.8
  PHOSPHO1 inh: 65*
  NALP1 inh: 29
  MEKK2 WT-MEK5: 102
  GPR7 antag: 2
  MEKK3 PB1 HTS: 105
  MEKK2mut PB1 HTS: 2
  PfM18AAP inh: 0
13. CC1CCCCN1S(=O)(=O)c1ccc(NC(=O)c2ccco2)cc1 (stereo not given)
  FID counter: -16
  OXTR agonist: 0.7
  PHOSPHO1 inh: 14
  NALP1 inh: -6
  MEKK2 WT-MEK5: 104
  GPR7 antag: -4
  MEKK3 PB1 HTS: 101
  MEKK2mut PB1 HTS: 2
  PfM18AAP inh: 2
9. Cc1ccc(S(=O)(=O)N2CCN(C)CC2)cc1[N+](=O)[O-]
  FID counter: 10
  OXTR agonist: 0.7
  PHOSPHO1 inh: 35
  NALP1 inh: 22
  MEKK2 WT-MEK5: 102
  GPR7 antag: 3
  MEKK3 PB1 HTS: 98
  MEKK2mut PB1 HTS: 2
  PfM18AAP inh: 2
7. CC(C)n1c(N2CCN(C(=O)Nc3ccc(F)cc3F)CC2)nc2ccccc21
  FID counter: -14
  OXTR agonist: -2.1
  PHOSPHO1 inh: 18
  NALP1 inh: 14
  MEKK2 WT-MEK5: 103
  GPR7 antag: -3
  MEKK3 PB1 HTS: 103
  MEKK2mut PB1 HTS: 5
  PfM18AAP inh: -6

# Further compounds.
No.	molecule	FID counter	OXTR agonist	PHOSPHO1 inh	NALP1 inh	MEKK2 WT-MEK5
16	N=c1c2c(-c3ccccc3)c(-c3ccccc3)n(Cc3ccco3)c2ncn1Cc1ccccc1	10	21*	-9	29	156*
17	CCOC(=O)C1CCCN(C(=O)c2cn(C)c3ccc(S(=O)(=O)N4CCCC4)cc3c2=O)C1 (stereo not given)	-19	1.6	4	-38	100
18	CNc1nc(-c2cccs2)cc(C(F)(F)F)c1C#N	-6	-0.1	-10	4	98
19	Cc1c(OCC(=O)NCC2CCC(C(=O)O)CC2)ccc2c(-c3ccccc3)cc(=O)oc12 (stereo not given)	-41	0.0	-184	11	100
20	O=C(OCc1nc2ccccc2s1)c1ccccc1O	-5	-1.9	6	22	96
21	COc1cccc(/C=N/NC(=O)C(=O)N2CCCC2)c1	-15	-1.1	.	.	98
22	O=C(NC1CCCC1)C1CCC(CNS(=O)(=O)c2ccccc2)CC1 (stereo not given)	-28	1.1	18	3	98
23	CN1CCN(Cc2coc3c(Cl)cc(Cl)cc3c2=O)CC1	13	0.8	8	25	100
24	CCn1c(-c2cc3c(C(F)(F)F)nn(C)c3s2)n[nH]c1=S	-8	-0.2	37	-7	98
25	CC1CCCCC12NC(=O)N(CC(=O)Nc1ccc(S(=O)(=O)N3CCOCC3)cc1)C2=O (stereo not given)	-7	0.3	3	-4	96
26	CCOC(=O)c1cc(-c2ccccc2)sc1NC(=O)COC	2	-0.7	20	15	99
27	Cc1ccsc1/C=N/NS(=O)(=O)c1ccc([N+](=O)[O-])cc1	-1	-1.3	-8	29	99
28	COc1cccc(/C=C2/SC(=S)N(CC(=O)NNC(=O)c3ccccc3O)C2=O)c1	3	0.6	22	9	95
29	CC1CCC(C(C)C)C(OCC(O)CNC(C)c2ccccc2)C1 (stereo not given)	24	0.6	1	20	101
30	CC(=O)Nc1ccc(NC(=O)C2CCN(c3ccc(C(F)(F)F)cn3)CC2)cc1	-1	1.5	35	32	98

No.	GPR7 antag	MEKK3 PB1 HTS	MEKK2mut PB1 HTS	PfM18AAP inh
16	24*	110	17	-3
17	-4	99	1	5
18	-3	100	-6	-1
19	-6	99	3	2
20	-4	98	-1	3
21	-3	103	0	0
22	-19	103	2	-10
23	-6	89	-1	5
24	-1	101	2	3
25	-5	100	-3	-3
26	-3	97	-8	-7
27	-8	99	-1	2
28	-4	101	-4	25
29	11	102	-1	-4
30	-19	99	2	3

# Other results follow:
No.	molecule	FID counter	OXTR agonist	PHOSPHO1 inh	NALP1 inh	MEKK2 WT-MEK5
31	O=C(CN1CCC(n2nnc3cc(F)ccc32)CC1)Nc1ccc2c(c1)CCC2	-10	-2.4	0	35	109
32	CCN1CCN(CCCNC(=O)c2cc3c(=O)oc4ccc(C)cc4c3s2)CC1	22	0.8	28	11	116
33	CCc1cccc(NC(=O)CCNS(=O)(=O)c2cccc3nonc23)c1	-2	-0.9	-35	34	100
34	N#CCCN(Cc1cccnc1)S(=O)(=O)c1ccc(S(=O)(=O)N2CCCCCC2)cc1	-8	5.7	17	10	105
35	COc1cccc(N2CCN(S(=O)(=O)c3ccc(-n4cnnn4)cc3)CC2)c1	-6	1.0	20	9	106
36	CC(C)CC(=O)NC(=S)Nc1ccccc1C(F)(F)F	1	-2.5	3	18	93
37	O=S(Cc1ccc(Br)cc1)Cc1nnc(SCc2c(Cl)cccc2Cl)n1-c1ccccc1 (stereo not given)	-33	-1.1	-23	.	.
38	CC(=O)Nc1ccccc1C(=O)C(=O)Nc1ccc(C(=O)N2CCOCC2)cc1	-14	-0.3	36	7	102
39	OCCCN=C1CCCc2c1[nH]c1ccc(Cl)cc21	-4	-2.9	8	31	93
40	O=C(c1cnccn1)N(Cc1cccs1)C1(C(=O)NC2CCCCC2)CCCCC1	-31	-1.2	-11	30	99
41	O=C(CSc1nc2nccnc2c(=O)n1Cc1cccs1)Nc1ccccc1	4	-0.5	41	10	95
42	O=C(Nc1cc(C(F)(F)F)ccc1N1CCOCC1)c1cnccn1	-24	-1.1	23	5	96
43	O=C(Nc1cc(Br)ccc1O)C1CC(c2ccccc2Cl)=NO1 (stereo not given)	-2	.	9	12	102
44	O=C(O)CCNc1ccc(NCCC(=O)O)c2c1C(=O)c1ccccc1C2=O	-8	1.0	11	-2	84
45	Cc1cc(NC(=O)c2ccccc2-c2ccccc2)ccc1Br	-7	-2.0	-2	44	113

No.	GPR7 antag	MEKK3 PB1 HTS	MEKK2mut PB1 HTS	PfM18AAP inh
31	10	108	0	0
32	-6	103	5	-2
33	-6	100	-3	-2
34	-5	109	5	0
35	5	101	6	1
36	4	94	-3	6
37	18	.	.	-2
38	6	113	-1	-7
39	-5	91	-11	-6
40	41*	95	-2	12
41	-1	94	-8	-4
42	-15	95	3	0
43	5	104	1	-6
44	-2	87	-7	13
45	4	107	1	-6

# Next compounds follow.
No.	molecule	FID counter	OXTR agonist	PHOSPHO1 inh	NALP1 inh	MEKK2 WT-MEK5
46	CCCNC(=S)Nc1ccccc1	-2	-0.5	33	11	107
47	O=S(=O)(NC1CC1)c1ccc(F)c(F)c1	-5	-0.3	35	3	104
48	CCN1CCN(S(=O)(=O)c2ccc(C(C)(C)C)cc2)CC1	6	-0.7	3	8	117
49	Cc1ccc(-c2csc3nc(SCC(N)=O)n(Cc4ccccc4)c(=O)c23)cc1	-3	-1.3	-9	21	96
50	C=CCOc1ccc(CNc2ccc3[nH]c(=O)[nH]c3c2)cc1OC	1	.	32	8	89
51	COC(=O)CCCC(=O)Nc1ccc(Br)cc1	1	-1.0	5	23	97
52	COC(=O)C1=C(C)N(Cc2ccc(OC)cc2)C(=O)/C1=C\c1ccco1	-16	-2.7	-6	7	98
53	COCCn1c(SCC(=O)Nc2sc(C)c(C)c2C#N)nnc1C(C)C	-7	-1.9	-3	10	97
54	CCOC(=O)C1CCN(C(=O)CC2C(=O)N(Cc3ccccc3)C(C)c3nc4ccccc4n32)CC1 (stereo not given)	-26	1.5	-22	4	104
55	Cc1c(Cl)cccc1NC(=O)NC1CCCCC1	-6	-2.1	-13	.	86
56	CCCOc1ccc(CCc2n[nH]c(=S)n2Cc2ccccc2)cc1	-24	-0.9	79*	-5	95
57	Oc1ccc(/C=N/n2cc(-c3ccccc3)[nH]c2=S)cc1	-1	0.2	2	-19	101
58	CC(CS(=O)(=O)c1cccc2cccnc12)N1CCCCC1 (stereo not given)	-10	1.0	2	16	104
59	COc1ccc(-c2cc3nc4n(c(=O)c3s2)CCC4)cc1	-2	2.1	-8	-2	98
60	CCOC(=O)/C(Sc1nc(-c2ccccc2)cc(-c2ccccc2)c1C#N)=C(\C)O	-16	-1.6	-122	-8	102

No.	GPR7 antag	MEKK3 PB1 HTS	MEKK2mut PB1 HTS	PfM18AAP inh
46	-3	109	6	0
47	19	103	7	0
48	4	111	18	-2
49	-11	99	-2	-3
50	-5	78	-13	-23
51	-11	98	-1	-5
52	-6	98	-2	6
53	-2	95	2	-9
54	0	103	11	-5
55	-5	97	-10	0
56	-4	103	0	-2
57	-10	98	-1	61*
58	-1	105	9	0
59	-6	96	-3	0
60	-15	107	2	2

# Further entries
No.	molecule	FID counter	OXTR agonist	PHOSPHO1 inh	NALP1 inh	MEKK2 WT-MEK5
61	CC(C)=CC(=O)OCC(=O)NC(=O)NC(C)(C)C	3	-0.8	-8	-10	110
62	CCOc1ccc(NS(=O)(=O)c2ccc(-c3ccc(=O)[nH]n3)o2)cc1	-7	0.6	9	8	101
63	CCOC(=O)C(CC)n1nc(C)n2c(cc3occc32)c1=O (stereo not given)	-5	3.9	8	17	100
64	CCn1c(NCc2ccco2)nc2ccccc21	2	1.1	6	24*	105

No.	GPR7 antag	MEKK3 PB1 HTS	MEKK2mut PB1 HTS	PfM18AAP inh
61	-14	106	2	0
62	-23	100	1	1
63	-6	99	-1	-4
64	-11	98	2	-5

# Compound activity (PubChem BioAssay)
